CCR6 antagonist: CCR6 (human) receptor antagonism; P51684; CHO-K1 CCR6 PathHunter beta-arrestin, luminescence, CCL20-stimulated; inhibition, % at 20 µM; 340,000 compounds, 0.49% hits;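 active means compounds whose inhibition of the agonist-driven luminescence signal at 20 µM reaches about 50%, limit read from the data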;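 further: cells stimulated with CCL20 at 14 nM final; plate controls were DMSO with CCL20 for no effect and DMSO without agonist for full effect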
Target sequence (P51684 whole entry, looked up): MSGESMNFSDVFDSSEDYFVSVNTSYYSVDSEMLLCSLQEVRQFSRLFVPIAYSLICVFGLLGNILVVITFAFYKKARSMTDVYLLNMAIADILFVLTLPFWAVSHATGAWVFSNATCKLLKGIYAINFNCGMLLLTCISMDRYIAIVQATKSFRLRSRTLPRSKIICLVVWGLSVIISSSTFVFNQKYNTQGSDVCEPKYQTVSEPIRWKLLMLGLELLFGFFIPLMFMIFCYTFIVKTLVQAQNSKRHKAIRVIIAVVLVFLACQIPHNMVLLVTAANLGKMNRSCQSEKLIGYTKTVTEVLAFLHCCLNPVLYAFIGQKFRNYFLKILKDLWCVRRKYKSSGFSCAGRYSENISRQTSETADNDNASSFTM
Gli-Sufu antag: blocks Gli-Sufu signaling in a luciferase reporter; Sufu-KO-LIGHT fibroblasts, Gli luciferase reporter luminescence; inhibition, % at 5 µM; 340,000 compounds, 0.74% hits; AID 588413;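 active means inhibition above about 55%, limit read from the data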;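 further: 0% = DMSO-treated cells and 100% = wells with medium but no cells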
UBC13 inh: inhibitors of human UBC13 polyubiquitin chain formation. TR-FRET. inhibition, % at 20 µM. 330,000 compounds, 0.47% hits. P61088; in the data active means inhibition above about 45%, passing the limit was not always enough
Target sequence (P61088 whole entry, looked up): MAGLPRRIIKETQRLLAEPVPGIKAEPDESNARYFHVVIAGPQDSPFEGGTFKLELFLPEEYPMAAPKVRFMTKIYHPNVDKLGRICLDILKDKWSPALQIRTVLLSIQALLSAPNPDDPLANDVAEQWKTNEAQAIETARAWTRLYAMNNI
697 NFkB inh: lowers PMA/ionomycin-induced NF-kB signal in 697 B cells; inhibition, % at 4 µM; AID 435022; 330,000 compounds, 0.33% hits; 697 B-cell NF-kB luciferase reporter, 16 h; in the data active means inhibition above about 35%
CXCR6 inh: inhibitors of human CXCR6 receptor | O00574 | CHO-K1 PathHunter CXCR6 beta-arrestin, luminescence | inhibition, % at 20 µM | 360,000 compounds, 0.36% hits; in the data active means inhibition above about 34%, passing the limit was not always enough;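 further: antagonist mode with CXCL16 agonist at 10 nM final; 0% = 10 nM CXCL16 with DMSO and 100% = unstimulated wells without agonist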
Target sequence (O00574 whole entry, looked up): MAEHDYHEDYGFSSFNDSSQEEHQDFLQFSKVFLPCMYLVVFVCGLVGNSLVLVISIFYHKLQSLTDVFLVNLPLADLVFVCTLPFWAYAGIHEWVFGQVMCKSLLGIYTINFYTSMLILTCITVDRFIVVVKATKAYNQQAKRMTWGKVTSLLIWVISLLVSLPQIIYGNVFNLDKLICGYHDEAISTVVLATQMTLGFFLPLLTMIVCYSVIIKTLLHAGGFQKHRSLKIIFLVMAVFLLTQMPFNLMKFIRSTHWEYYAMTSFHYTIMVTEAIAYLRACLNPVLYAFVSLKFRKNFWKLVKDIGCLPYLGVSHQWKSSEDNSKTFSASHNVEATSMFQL
EBI2 block: EBI2 (human) antagonism; inhibition, % at 5 µM; P32249; EBI2 beta-arrestin recruitment, luminescence, 7a,25-OHC stimulated; AID 651636; 360,000 compounds, 0.81% hits; in the data active means inhibition above about 38%;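 further: enzyme fragment complementation signal reports receptor beta-arrestin coupling in cells; 0% = agonist plus DMSO wells and 100% = wells without agonist; some results beyond the cut were filed as inactive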
APJ antag: APJ receptor antagonism. P35414. CHO-K1 APJ beta-arrestin complementation, luminescence. inhibition, % at 20 µM. 330,000 compounds, 0.32% hits. AID 2521;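 active means inhibition above about 40% at 20 µM, limit read from the data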;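 further: cells challenged with 10 nM apelin-13 agonist together with compound; plate controls were apelin-13 plus DMSO wells for no effect and DMSO wells lacking apelin-13 for full effect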
Jurkat NFkB inh: lowers PMA/ionomycin-induced NF-kB signal in Jurkat cells; PMA/ionomycin-induced NF-kB luciferase reporter, luminescence; inhibition, % at 4 µM; 330,000 compounds, 0.53% hits; AID 435003; in the data active means inhibition above about 50%
* = called active by the depositor; . = not tested or not shown; & = joins results of further samples.

SMILES	CCR6 antagonist	Gli-Sufu antag	UBC13 inh	697 NFkB inh	CXCR6 inh	EBI2 block	APJ antag	Jurkat NFkB inh
CCN(c1ccccc1)S(=O)(=O)c1ccc(Oc2ccccc2)c(N)c1	7	9	.	.	5	2	.	.
CCOc1ccccc1NC(=O)c1ccc(S(=O)(=O)N2CCOCC2)cc1	8	1	3	15	7	1	-18	-11
COc1cc(NC(=O)c2cc(OC)c(OC)c(OC)c2)c(OC)cc1NC(=O)CN1CCCCC1	-24	-4	6	1	4	3	7	-10
COc1cccc(CN2CCC(C(=O)N3CCN(Cc4ccc5c(c4)OCO5)CC3)CC2)c1	13	31	6	9	-5	2	-8	23
CCCCCCCCCn1c2c(c(=N)c3c1CCC3)CCCC2	16	88*	41	58*	-15	-15	41*	97*
COc1cccc(Sc2ccccc2/C=N/NC(N)=O)c1	10	-9	6	-55	-8	-10	-11	25
COc1ccc(C(C(=O)NC2CCCCC2)N(Cc2cccs2)C(=O)Cc2c[nH]c3ccccc23)cc1 (centres undefined)	-2	8	-22	-11	1	9	9	-3
O=C(Nc1ccc(-n2cnnn2)cc1)C1CCCN1C(=O)NC1CCCCC1 (centres undefined)	9	5	-6	12	-2	-2	5	-2
Cn1nc(CC(=O)NCc2ccc(C(F)(F)F)cc2)c2ccccc2c1=O	13	55*	3	-28	-10	-2	2	30
CCn1ccc2cc(OC)ccc2c1=S	-7	6	-10	11	-10	-2	13	-1
O=c1oc2ccc(C#CC3(O)CCCCC3)cc2cc1-n1cc(-c2ccccn2)nn1	-1	9	-5	4	-3	-15	-1	5
O=C(CN1CCN(S(=O)(=O)c2ccc3c(c2)OCCO3)CC1)Nc1cccc(F)c1	19	-1	1	10	3	0	8	-18
CC(C)NC(=O)c1ccc(CSCc2ccccc2Cl)o1	17	3	5	-2	3	0	6	-1
COc1ccccc1-c1ccc(/C=N/O)o1	13	12	-2	-1	-4	4	-6	-12
CCc1ccc(CCC(=O)Nc2ccc(C)c(C)c2)o1	13	-11	15	-22	0	10	-14	-28

6 records picked at random from the list so far, as already listed:
SMILES	CCR6 antagonist	Gli-Sufu antag	UBC13 inh	697 NFkB inh	CXCR6 inh	EBI2 block	APJ antag	Jurkat NFkB inh
CCN(c1ccccc1)S(=O)(=O)c1ccc(Oc2ccccc2)c(N)c1	7	9	.	.	5	2	.	.
CCn1ccc2cc(OC)ccc2c1=S	-7	6	-10	11	-10	-2	13	-1
CC(C)NC(=O)c1ccc(CSCc2ccccc2Cl)o1	17	3	5	-2	3	0	6	-1
CCCCCCCCCn1c2c(c(=N)c3c1CCC3)CCCC2	16	88*	41	58*	-15	-15	41*	97*
O=C(CN1CCN(S(=O)(=O)c2ccc3c(c2)OCCO3)CC1)Nc1cccc(F)c1	19	-1	1	10	3	0	8	-18
Cn1nc(CC(=O)NCc2ccc(C(F)(F)F)cc2)c2ccccc2c1=O	13	55*	3	-28	-10	-2	2	30

(continued)
SMILES	CCR6 antagonist	Gli-Sufu antag	UBC13 inh	697 NFkB inh	CXCR6 inh	EBI2 block	APJ antag	Jurkat NFkB inh
COc1ccccc1NC(=O)c1cnc(Nc2ccccc2OC)c2ccccc12	22	0	3	-56	-1	5	-2	59*
O=C1C2C(c3ccccc3)C=CC(c3ccccc3)C2C(=O)N1CCCO (centres undefined)	0	6	-18	-21	0	-6	11	-15
CC1CCCCN1C(=S)NC(=O)c1ccccc1 (centres undefined)	0	0	8	5	-6	-8	-5	7
O=C(O)CC(c1ccccc1)n1cnnn1 (centres undefined)	-1	-6	2	2	-16	5	4	6
C=CCC1(C#N)C(=S)NC(C)=C(C(=O)OCC)C1c1ccccc1 (centres undefined)	12	39	-2	5	-3	1	11	15
COc1ccc(-c2c3c(=O)n(C)c(=O)n(C)c3cn2-c2cc(OC)ccc2OC)cc1	22	-21	10	5	4	-6	10	-3
Cc1ccc[n+](-c2nc3ccccc3nc2C(=C=[N-])C#N)c1	9&10	21&17	-104&-103	-10&-18	11&8	-2&-8	-3&-8	10&-12
CN(CC(=O)NC1CCCCCC1)S(=O)(=O)c1ccccc1	-5	-19	-3	-9	0	-4	-1	-2
Cc1cc(C)n(C(=O)c2ccc(NC(=O)CC(C)C)cc2)n1	0	0	-6	-27	-4	8	17	4
O=C(CN1C(=O)NC2(CCOc3ccccc32)C1=O)NCCc1ccc(F)cc1 (centres undefined)	-5	2	10	16	-4	-4	-1	-3
CC(=O)Nc1cccc(C(=O)Nc2ccccc2C(=O)O)c1	5	-14	2	18	-5	-4	-1	9
COc1ccc(C(=O)NC2CCN(S(=O)(=O)c3ccccc3F)CC2)cc1	-4	-2	-4	13	0	3	-9	29
CCCCCC(=O)Nc1cc(S(=O)(=O)N2CCCCC2)ccc1N1CCOCC1	20	0	-2	8	7	1	11	14
CCn1c(CNC(=O)c2ccccc2F)nnc1SCc1nc2ccccc2c(=O)[nH]1	.	.	-6	7	.	.	4	-9
O=[N+]([O-])c1ccc(CSC2=NCCS2)cc1	14	-44	-2	-21	6	-6	-1	-9
CCOC(=O)N1CCN(C(=O)c2cc3cc(Br)ccc3oc2=O)CC1	3	4	-3	6	-5	-9	6	-6
CCCn1cc(CN2CCC(Cc3cccc(F)c3)(C(=O)OCC)CC2)c(C)n1	-2	3	13	11	6	6	-1	-1
COCCOC(=O)c1[nH]c2c(c1C)C(=O)CC(c1ccc(OC)cc1)C2 (centres undefined)	7	-2	9	1	1	7	12	-19
Cc1ccc(S(=O)(=O)N2CCN(C(=O)CSc3nnc(C)c(=O)[nH]3)CC2)cc1	5	-7	0	9	-1	-5	6	4
CN(CC(=O)NCc1ccc2c(c1)OCO2)CC(=O)Nc1ccc(F)c(F)c1F	-4	3	-7	-10	-7	-8	-47	-2
CC(C)(C)NS(=O)(=O)c1ccc(NS(=O)(=O)Cc2ccccc2)cc1	0	3	6	19	2	1	19	-12
CCOC(=O)C1=CN(Cc2ccco2)S(=O)(=O)N(CC)C1c1ccc(C(F)(F)F)cc1 (centres undefined)	30	5	.	1	8	21	.	.
O=C(Oc1ccccc1N1C(=O)C2CCCCC2C1=O)c1ccc(Cl)cc1 (centres undefined)	-27	1	5	1	-6	10	0	3
CC(Sc1nnc(Nc2ccccc2)s1)C(=O)NC1CCCc2ccccc21 (centres undefined)	-6	7	-4	-16	-7	11	6	-7
S=C1NCCOCCOCCOCCOCCNC(=S)N2CCOCCOCCN1CCOCC2	10	0	15	10	-4	-3	-3	17
CC1=NN(c2ccccc2)C(=O)C1C(=O)c1ccccc1 (centres undefined)	-5	-7	-11	-36	-10	-9	-4	13
Cc1ccc(C)c(N2CCN(CC(=O)Nc3ccc([N+](=O)[O-])cc3C(=O)Nc3ccccc3F)CC2)c1	15	-14	-11	-14	1	-8	17	11
COc1ccc(-c2nnc(SCC(=O)NNC(=O)Cc3ccccc3)n2C)cc1OC	16	7	10	24	8	-5	-10	8
COc1cc(C(Nc2ccccn2)c2ccc3ccc(C)nc3c2O)cc(OC)c1O (centres undefined)	0	34	-9	-84	-18	1	-15	2
CCOC(=O)C1CCN(Cc2ccc(OC)cc2OC)CC1	-2	3	-4	8	-2	3	-7	-11
O=C(CCCOc1ccc(Cl)cc1Cl)NCc1ccncc1	0	-6	20	15	-1	-1	0	6
COC(=O)c1cc(C)sc1NC(=O)CN1CCN(C(=O)c2ccco2)CC1	9	-1	-9	-16	6	-5	9	5
Cn1c(=O)[nH]c(=O)c2c1nc(N/N=C/c1cccnc1)n2Cc1ccc(Cl)cc1	4	7	-12	34	0	3	-1	13
CCOc1ccccc1N1CCN(c2nc3ccccc3nc2C(C#N)C(=O)OC(C)C)CC1 (centres undefined)	16	-2	-11	11	3	-5	-1	8
O=C(NN1CCOCC1)c1cn(-c2ccccc2)nc1-c1cccs1	15	6	-12	22	0	9	-25	-7
CCCCCCCn1c(C)nnc1-c1cnn(C)c1N	-5	21	-10	-5	-1	-6	-7	-12
CCN1CCCC1CN(Cc1cc2cc(C)cc(C)c2[nH]c1=O)C(=O)Nc1ccccc1OC (centres undefined)	11	-11	6	2	.	.	-11	-3
COc1ccc(C)cc1NC1=C(Cl)C(=O)N(C2CCCCC2)C1=O	37	9	-14	-11	16	15	12	2
COc1ccc(S(=O)(=O)N(Cc2ccccc2)Cc2nc(-c3ccccc3)no2)cc1	31	-1	-1	8	6	28	-2	20
COc1ccc(C(=O)NNC2=NC(C)(C)Cc3ccccc32)cc1	1	-2	-6	-2	0	2	-5	8
CC(C)Cn1c(=O)c2ccccc2n2c(SCC(=O)N3c4ccccc4CC3C)nnc12 (centres undefined)	4	-3	0	14	1	-10	-5	-1
COCC(C)N1CCC(n2nccc2NC(=O)CCCc2ccccc2)CC1 (centres undefined)	3	-3	-1	-3	-1	-6	19	-2
Cc1c(C(=O)O)sc2nc(CSc3nnc(-c4ccc(F)cc4)n3C)[nH]c(=O)c12	-22	-2	-2	21	2	-3	-40	-1
COc1ccc(OCC(O)CN2CCCC2)cc1 (centres undefined)	2	0	-6	-2	-6	2	6	-14
Cc1cc(=O)[nH]c(N/N=C/c2ccc([N+](=O)[O-])cc2)n1	.	.	2	2	.	.	2	0
CC(=O)Nc1ccc(NC(=O)C2CCN(c3c(Cc4ccccc4)c(C)nc4ncnn34)CC2)cc1	-2	3	3	24	-2	-4	8	3
Cc1ccc([N+](=O)[O-])cc1NC(=S)NC(=O)CC(C)(C)C	-6	-2	-13	-22	0	1	-9	-6
Nc1ccc(C(=O)OCCc2ccccc2)cc1	-15	-123	4	-50	-10	-13	7	-72
Cc1ccc2ccc[n+](Cc3ccccc3)c2c1	-9	22	4	1	-5	-6	17	29
COc1cc2c(cc1OC)C1(CCCC1)CNC2c1ccc([N+](=O)[O-])cc1 (centres undefined)	32	3	-11	-3	-1	9	4	15
Fc1ccccc1CN(CCN1CCOCC1)C(=S)Nc1ccccc1Cl	9	9	0	13	3	-3	-8	5
CCNC(=S)N=Nc1c(O)[nH]c2ccc([N+](=O)[O-])cc12	42	10	45*	4	21	10	38	-11
CCOC(=O)Cc1nn(CCc2ccccn2)c(=O)c2ccccc12	-11	2	-8	7	0	-4	-20	-5
O=C(COC(=O)c1ccc(F)c(S(=O)(=O)N2CCCCC2)c1)NCc1ccc(F)cc1	-7	-5	3	11	5	8	-14	-11
CCN(C[C@H]1N[C@@](C)(C(=O)OC)[C@H]2C(=O)N(Cc3ccccc3)C(=O)[C@@H]12)C(=O)c1ccc(C)cc1	3	3	-9	18	-3	-3	4	-1
S=C(NCCc1ccccc1)N/N=C/c1c(Cl)cccc1Cl	24	1	4	8	18	13	2	1
Cc1ccccc1Cn1ccc(NC(=O)CCSc2nc(-c3ccco3)cc(C(F)(F)F)n2)n1	3	-2	4	18	9	7	1	2
CN(C)/C(=N\O)c1c(Cl)cccc1Cl	0	2	5	6	-1	-5	-14	17
COc1ccc(NC(=O)COC(=O)C2CCC(C(C)(C)C)CC2)c([N+](=O)[O-])c1 (centres undefined)	-10	-6	9	17	-14	-4	-19	-1
CCOC(=O)c1sc(=S)n(-c2cccc(OC)c2)c1N	1	4	-14	-24	-6	-6	9	-8

Other entries.
SMILES	CCR6 antagonist	Gli-Sufu antag	UBC13 inh	697 NFkB inh	CXCR6 inh	EBI2 block	APJ antag	Jurkat NFkB inh
O=C(CSCc1ccc(Br)cc1)NC1CC1	-9	0	7	8	3	3	3	-7
Cc1c(NC(=O)CN2C(=O)NC3(CCCCC3C)C2=O)cccc1[N+](=O)[O-] (centres undefined)	-4	0	5	18	-2	-3	-5	6
O=C(CN(c1ccc(Br)cc1)S(=O)(=O)c1ccc(Cl)c([N+](=O)[O-])c1)NCCc1ccccc1	-22	13	-5	3	-18	11	-49	-7
COCCOC(=O)C1=C(C)N(Cc2ccccc2)C(=O)NC1c1ccc(OC)cc1 (centres undefined)	3	2	4	-4	2	-3	13	5
O=C(Cc1ccc(Cl)cc1)Nc1cccc(S(=O)(=O)Nc2ccccc2F)c1	6	29	4	-5	-1	5	-7	2
COCCNC(=S)N/N=C1\CC(C)CC(C)(C)C1 (centres undefined)	12	6	2	-22	11	-4	15	-8
CCCCCCCCCC(=O)N[C@@H]1c2cc(OC)c(OC)cc2C[C@H]1O	10	-2	.	-10	0	-11	.	.

Source: PubChem BioAssay
